KCNH2 3.1 block = KCNH2 3.1 (human) potassium channel inhibition; actives 0.95% (n = 340,000); U2OS KCNH2 3.1, thallium flux FluxOr; active compounds read low; activity change, % (tested at about 1.8 µM);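 active = maximum activity change below -70%; inconclusive = maximum activity change from -70% to -50%; inactive = maximum activity change above -50%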;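 note: thallium influx rate constant from kinetic fluorescence after stimulation buffer; % is set by controls: 0 for no effect and ±100 for the full control effect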
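Kinetic fluorescence (2 min after stimulation buffer) measures Tl+ influx through KCNH2 3.1 expressed by viral transduction in U2OS cells; the rate constant is normalized against DMSO controls serving as positive and negative references.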
Giardia killer = kills Giardia lamblia; Giardia lamblia trophozoite viability; actives 0.15% (n = 340,000); activity change, % at 7.66 µM, hits read low; in the data active = activity change below about -80%; inconclusive = between about -30% and that limit;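 note: parasites exposed to compound for two days anaerobically before the ATP read; % is set by controls: 0 for no effect and ±100 for the full control effect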
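Luminescence from cellular ATP indicates surviving trophozoites (100 cells/well) following 48 hrs anaerobic compound treatment at 37 deg C; signal develops 15-30 min at room temperature.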
hERG WT inh = inhibitors of human wildtype KCNH2 potassium channel; Q12809; U2OS, BacMam KCNH2, thallium flux FluxOr; active compounds read low; activity change, % at 1.84 µM; actives 0.37% (n = 340,000); AID 720551;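 active = maximum activity change below -70%; inconclusive = maximum activity change between -70% and -50%; inactive = maximum activity change above -50%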; note: % is set by controls: 0 for no effect and ±100 for the full control effect
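U2OS cells transduced with wild-type KCNH2 virus are loaded with FluxOr dye for 45 min, and thallium flux is measured in kinetic reads before and after stimulation buffer. Rate constants are normalized to DMSO controls.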
Coupling enz = counter-screen for Giardia aldolase inhibitors: coupling enzyme system; coupling enzyme system counterscreen, AmpLite Red fluorescence; activity change, negative = inhibition, % at 58.2 µM, hits read low; actives 0.67% (n = 290,000); AID 2472; in the data active = activity change below about -30%; note: % is set by controls: 0 for no effect and ±100 for the full control effect
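Fluorescence at 525 nm excitation and 598 nm emission measured inhibition of the coupled detection system without aldolase. Compounds (at 57.5 uM final) were preincubated 10 min at room temperature with coupling enzyme reagent before a 20 min substrate/AmpLite Red step.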
Menin MLL FP TR = displaces Texas Red mutant MLL peptide from human menin | O00255 | Menin + Texas Red MLL mutant peptide, fluorescence polarization | Potency, µM (series often up to 61.6 µM), for the others: at the top dose FP activity change, negative = inhibition, usual class: inhibitors | actives 0.23% (n = 270,000) | AID 1768; active = well fitted inhibition curve with a large enough effect in the polarisation, with a control signal flat, not every such curve was filed as active; inconclusive = small, poorly fitted or top-dose-only effect, or effect the other way, or a change in a side signal; inactive = no such curve, though single readings can be large or run the other way; the % refers to the polarisation; note: potency is the fitted concentration of half-maximal effect; % of control where 0% means no effect; many of its hits are not listed in these tables
USP2a block = USP2a (human) protease inhibition; O75604; USP2 core, Ub-CHOP2 coupled fluorogenic reporter, 485/531; Potency, µM (highest dose often 38.3 µM), inactives show at the top dose activity change, negative = inhibition, actives largely listed as inhibitors; actives 0.01% (n = 330,000); AID 463254;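 note: potency is the fitted concentration of half-maximal effect; plate controls were DMSO wells for no effect and full inhibition by NEM control for full effect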
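USP2 core (10nM final) preincubated 30min RT with compound in 20mM Tris-HCl pH 8.0, 2mM CaCl2, 2mM beta-mercaptoethanol, 0.05% CHAPS; 25nM Ub-CHOP2 plus 25nM reporter substrate added, fluorescence (Ex485/Em531) read after 60min.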
TRPV1 ag = activates the human vanilloid receptor TRPV1; TRPV1-expressing cells, Fluo-8 calcium influx, agonist mode; Q8NER1; activation, % at 8.33 µM; actives 0.19% (n = 320,000); in the data active = activation above about 80%; inconclusive = between about 30% and that limit; note: 0% is about no effect
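Cells expressing TRPV1 were dye-loaded with Fluo-8 and read kinetically: 10 s baseline, 3 min after compound (agonist portion), then 2 min after EC20 capsaicin (allosteric enhancer portion). Calcium-bound dye fluorescence at 480/520 nm.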
MLL CXXC-DNA inh = MLL CXXC-DNA interaction inhibition. Q03164. MLL-CXXC / FITC-HOXA9 DNA fluorescence polarization. Potency, µM (doses to about 115 µM), inactives show top-dose activity change, negative = inhibition, actives largely listed as inhibitors. actives 0.037% (n = 290,000). AID 2662; active = well fitted inhibition curve with a large enough effect in the polarisation, with a control signal flat, not every such curve was filed as active; inconclusive = small, poorly fitted or top-dose-only effect, or effect the other way, or a change in a side signal; inactive = no such curve, though single readings can be large or run the other way; the % refers to the polarisation; note: potency is the fitted concentration of half-maximal effect
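Purified MLL-CXXC (added from a 7 uM solution) was preincubated 5 min at ambient with pinned compounds in 50 mM Tris-HCl pH 7.5, 50 mM NaCl, 1 mM DTT, 0.05% BSA. Fluorescein-labeled HOX-A9 DNA (50 nM solution) followed, 30 min, then polarization read.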
PKM2 act = activators of human pyruvate kinase M2. P14618. purified PKM2, Kinase-Glo ATP luminescence, activation; response scale: 0% is enzyme alone, no compound. Potency, µM (series often up to 57.5 µM), for the others: at the top dose activation, usual class: activators. actives 0.34% (n = 260,000); note: potency is the fitted concentration of half-maximal effect; % is set by controls: 0 for no effect and ±100 for the full control effect; nearly all actives have a fitted effect of over 55% in size
Target sequence (P14618 whole entry, looked up): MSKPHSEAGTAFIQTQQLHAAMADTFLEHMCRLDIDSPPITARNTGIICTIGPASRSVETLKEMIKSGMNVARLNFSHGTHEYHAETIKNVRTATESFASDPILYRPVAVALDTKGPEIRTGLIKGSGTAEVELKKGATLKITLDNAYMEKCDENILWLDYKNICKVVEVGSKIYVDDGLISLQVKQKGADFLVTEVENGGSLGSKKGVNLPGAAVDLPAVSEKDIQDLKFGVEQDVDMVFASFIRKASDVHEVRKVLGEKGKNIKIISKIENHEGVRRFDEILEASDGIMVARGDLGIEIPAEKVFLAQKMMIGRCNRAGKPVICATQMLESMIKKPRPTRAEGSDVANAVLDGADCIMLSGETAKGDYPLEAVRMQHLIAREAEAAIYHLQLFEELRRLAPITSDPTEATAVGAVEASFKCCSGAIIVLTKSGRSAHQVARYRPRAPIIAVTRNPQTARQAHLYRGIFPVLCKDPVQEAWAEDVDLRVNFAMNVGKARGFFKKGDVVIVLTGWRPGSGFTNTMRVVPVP
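hPK-M2, >95% pure; 0.1 mM ADP / 0.5 mM PEP final; imidazole pH7.2 buffer w/ 7 mM MgCl2, 50 mM KCl; 1 h RT; Kinase-Glo lum. Intermediate enzyme activity for dual inhibitor/activator qHTS.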
B2AR arrestin = beta2AR (human) beta-arrestin recruitment activity | P07550 | beta-arrestin recruitment to beta2AR, cell-based reporter | Potency, µM (highest dose often 46.1 µM), without a hit: at the highest dose activation, most hits filed as activators | actives 0.02% (n = 330,000) | AID 492947;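 note: potency is the fitted concentration of half-maximal effect; 0% = DMSO controls and full agonism = EC100 isoproterenol or metaproterenol; nearly all actives have a fitted effect of over 65% in size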
Target sequence (P07550 whole entry, looked up): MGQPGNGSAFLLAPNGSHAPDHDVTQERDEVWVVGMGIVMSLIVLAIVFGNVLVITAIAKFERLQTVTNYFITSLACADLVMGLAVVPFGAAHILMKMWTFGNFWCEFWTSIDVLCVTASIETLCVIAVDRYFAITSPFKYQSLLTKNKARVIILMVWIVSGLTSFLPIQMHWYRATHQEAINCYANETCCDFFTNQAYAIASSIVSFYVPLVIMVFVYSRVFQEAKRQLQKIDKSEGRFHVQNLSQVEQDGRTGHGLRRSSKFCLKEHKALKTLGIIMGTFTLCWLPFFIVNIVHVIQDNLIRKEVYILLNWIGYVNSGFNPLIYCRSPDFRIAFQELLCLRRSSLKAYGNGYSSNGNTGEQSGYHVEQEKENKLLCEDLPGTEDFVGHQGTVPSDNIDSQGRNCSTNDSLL
GALK inhibitor = inhibitors of human galactokinase; P51570; Purified GALK, Kinase-Glo residual ATP luminescence; Potency, µM (series often up to 57.5 µM), inactives show at the top dose activity change, negative = inhibition, most hits filed as inhibitors; actives 0.007% (n = 270,000); AID 1868; note: potency is the fitted concentration of half-maximal effect; % is set by controls: 0 for no effect and ±100 for the full control effect
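GALK at 5 nM final was combined with compound, 35 uM ATP and 100 uM galactose in HEPES pH8.0 with MgCl2 and DTT. The reaction ran one hour at room temperature before luminescent ATP detection.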
An asterisk follows results filed as active; i = inactive; u = inconclusive; x = no result given; [ ] = remark or other dose. Unless noted, calls come from the whole dose curve; as a rule, active = well fitted curve in the direction sought with a large enough effect; inconclusive = small, poorly fitted or top-dose-only effect, or another doubt; inactive = no such curve, though single readings can be large; an effect the other way counts as inactive or inconclusive. Some of the compounds tested; count on the stated rates, not on these rows.

SMILES	KCNH2 3.1 block	Giardia killer	hERG WT inh	Coupling enz	Menin MLL FP TR	USP2a block	TRPV1 ag	MLL CXXC-DNA inh	PKM2 act	B2AR arrestin	GALK inhibitor
Cc1cc(NC(=O)CCC(=O)N(c2cccnc2)C(C(=O)NC2CCCC2)c2ccccc2F)no1 (stereo not given)	5	-12	-13	1	3%	2%	-3	-2%	-22%	-0.7%	-3%
C[C@H](NS(=O)(=O)c1ccc2c(c1)OCCCO2)C(=O)N1CCN(Cc2ccc(C#N)cc2)CC1	-8	26	0	x	x	-1%	4	x	x	-0.1%	x
Cc1cccc(NC(=O)c2cc(C)nc3ccccc23)c1	8	-2	-2	1	6%	1%	14	-4%	x	-0.7%	x
O=C(CN1C(=O)NC2(CCCc3ccccc32)C1=O)Nc1cccc(S(=O)(=O)N2CCCCC2)c1 (stereo not given)	7	0	-3	0	-15%	2%	2	0%	2%	-0.9%	-2%
COc1cccc(CNC(=O)CCCN2C(=O)C(c3ccccc3)Oc3cccnc32)c1OC (stereo not given)	-1	9	-5	-3	u	1%	13	11%	x	-0.1%	-2%
COc1cc(C(C)=O)ccc1OCC(O)Cn1nc(C)c(Br)c1C (stereo not given)	21	-1	-17	0	-3%	1%	0	7%	0%	-0.4%	-3%
Cc1ccc(OCC(=O)Nc2ccon2)c([N+](=O)[O-])c1	21	u	-3	x	x	-1%	0	30%	-7%	-0.5%	-2%
Cc1cc(C)n(-c2nnc(C)n2/N=C/c2ccccc2OCc2ccccc2Cl)n1	-6	-28	-4	0	u	0%	27	15%	-1%	0.2%	1%
O=C(OCC(=O)N1CCN(C(=O)c2ccco2)CC1)c1ccccc1OCc1ccccc1	-11	-5	10	4	-9%	-1%	0	1%	1%	0.4%	1%
O=C(Nc1ccncc1)C1CCCN(S(=O)(=O)c2cccc3cccnc23)C1 (stereo not given)	7	-8	-4	1	19%	-2%	-2	9%	0%	-0.3%	0%
O=C(O)CN1C(=O)C2C3C=CC(C2C1=O)C1C(=O)N(CC(=O)O)C(=O)C31 (stereo not given)	-9	-20	15	2	2%	3%	3	8%	x	-0.1%	0%
C=CCSc1nc2c(c(=N)n1CC=C)C1CCCC1S2 (stereo not given)	14	1	0	7	-27%	x	3	-4%	16%	x	2%
Cc1cc(C)c(C(N)=O)c(Cl)n1	3	18	6	2	9%	4%	-3	0%	-2%	-0.8%	4%
CN(NC(=O)Nc1ccc(Cl)cc1)c1c(Cl)c(Cl)nn1C	24	-13	-10	3	-1%	1%	-2	8%	x	-0.2%	1%
CCN(C(=O)COC(=O)c1ccc(Cl)c(S(=O)(=O)N2CCCCC2)c1)C1CCS(=O)(=O)C1 (stereo not given)	-2	-5	2	x	x	0%	x	x	x	-0.4%	x
CCCCn1c(C)cc2c(c1=O)[C@H]1O[C@](CCCC)(Cc3c1ccc1ccccc31)O2	x	x	x	0	-18%[11.7 µM]	-1%[7.66 µM]	i	1%[23 µM]	3%[11.5 µM]	-1.8%[9.22 µM]	x
CCCCN1Cc2c(nc3cc(-c4ccccc4)[nH]n3c2=O)C1=O	-5	-5	-4	13	x	1%	0	0%	-8%	-0.6%	x
O=C(N/N=C/c1c[nH]c2ccccc12)c1ccc2c(c1)OCCO2	2	-25	6	5	x	0%	x	2%	-13%	0.4%	0%
Cc1ccc(NC(=O)COc2ccccc2)cc1S(=O)(=O)N1CCCCCC1	3	-8	-8	x	x	-1%	u	x	x	0.1%	x
COc1ccc(Cl)cc1C(=O)NNC(=O)c1ccc(F)c(S(=O)(=O)N2CCOCC2)c1	-10	-7	-8	x	x	2%	x	x	x	-0.5%	x

Part of the list above, reduced to Coupling enz and GALK inhibitor:
SMILES | Coupling enz | GALK inhibitor
COc1cccc(CNC(=O)CCCN2C(=O)C(c3ccccc3)Oc3cccnc32)c1OC (stereo not given) | -3 | -2%
COc1cc(C(C)=O)ccc1OCC(O)Cn1nc(C)c(Br)c1C (stereo not given) | 0 | -3%

(more compounds)
SMILES	KCNH2 3.1 block	Giardia killer	hERG WT inh	Coupling enz	Menin MLL FP TR	USP2a block	TRPV1 ag	MLL CXXC-DNA inh	PKM2 act	B2AR arrestin	GALK inhibitor
O=C(O)CCCCN1C(=O)/C(=C\c2ccc(OCc3ccccc3)c(OCc3ccccc3)c2)SC1=S	4	20	-9	x	x	4%	5	-6%	2%	5.9%	-7%
COc1ccc(C(=O)Nc2ccccc2NC(=O)c2ccco2)c(OC)c1	-2	18	x	2	4%	2%	0	19%	-16%	-1.1%	0%
COc1ccc(OCc2cc(C(=O)NCc3cccc(C)n3)no2)c(Cl)c1	0	-1	2	x	x	1%	17	10%	13%	-0.5%	7%
CC(OC(=O)c1ccc2ncsc2c1)C(=O)NCc1ccccc1 (stereo not given)	x	x	x	-1	4%	0%	7	-5%	0%	-0.3%	-2%
CCCc1cc(NCCCCO)n2c(nc3ccccc32)c1C#N	-27	16	11	0	11%	-1%	3	-4%	-2%	2.7%	1%
CCOc1ccc2c(c1)OC(c1ccc(C)cc1)(C(F)(F)F)NC2=O (stereo not given)	-1	1	28	6	0%	-19%	-1	-13%	-3%	-2.5%	-5%
Cc1ccc(NC(=O)CSc2ccccc2NC(=O)c2cccc(Cl)c2)cc1Cl	8	-7	7	4	-14%	4%	-3	6%	-11%	-0.6%	2%
COc1cc2nc(CC(C)C)n(NC(=O)c3ccccc3)c(=O)c2cc1OC	3	2	-6	0	1%	3%	-3	4%	7%	0.1%	0%
COc1ccc(CCNS(=O)(=O)c2cn(C)cn2)cc1OC	-2	-6	-4	4	-3%	3%	-3	-2%	-3%	0.4%	6%
Cc1ccc(COC(=O)NCc2cccnc2)cc1	5	-21	6	2	11%	2%	4	7%	1%	-0.1%	-3%
COc1cccc(C(c2sc3nc(C)nn3c2O)N2CCN(C(=O)c3ccco3)CC2)c1 (stereo not given)	12	-9	27	1	7%	1%	0	3%	-2%	0.1%	2%
NC(=O)[C@H](Cc1cc2ccccc2s1)NC(=O)[C@@H]1CC2(CC(c3cccc(NC(=O)[C@@H]4CCC(=O)N4)c3)=NO2)CN1C(=O)c1ccccc1 (stereo not given in full)	-11	-16	2	0	9%	1%	-2	-11%	3%	0.2%	-5%
COc1ccc(OCC(=O)NCCNC(=O)c2cccnc2)cc1	7	-15	-6	0	1%	u	-2	2%	x	-0.3%	-2%
O=C1CC(C2CCCO2)C(=O)N1Cc1ccccc1 (stereo not given)	0	3	1	2	4%	0%	-7	8%	1%	-0.4%	1%
Cn1c(=O)c2c(nc(NC3CCCCC3)n2Cc2ccccc2)n(C)c1=O	-4	-19	20	0	-24%	-2%	2	1%	6%	-1.0%	-2%
CC(/C=N/NC(=O)c1sc(N)nc1C)=C\c1ccccc1	-12	5	i	-3	-12%	0%	13	3%	0%	0.5%	2%
CCOC(=O)COc1c(OC)cc(Cl)cc1C1NC(=O)NC(C)=C1C(C)=O (stereo not given)	4	0	-11	5	-3%	2%	0	0%	6%	-0.9%	-1%
CCOC(=O)c1c(S(=O)(=O)NCCCc2ccco2)c(C)n(C)c1C	2	u	-4	0	4%	-2%	-1	3%	x	0.1%	0%
Cc1ccc(S(=O)(=O)CCC(=O)Oc2ccc(-c3nnco3)cc2)cc1	0	-2	0	x	x	0%	-2	x	x	1.0%	x
Cc1nc(C(N)=O)c(N)n1CCc1ccccc1	4	-6	3	3	0%	0%	-1	5%	x	-0.3%	3%
O=C(OCn1nnc2ccccc2c1=O)c1ccc(S(=O)(=O)N2CCOCC2)cc1	14	5	9	2	-5%	1%	-1	2%	2%	0.6%	3%
Cc1cc(C)c(S(=O)(=O)NCC2CCC(C(=O)NCCCN3CCC(C)CC3)CC2)c(C)c1 (stereo not given)	-12	8	6	0	-17%	0%	3	-2%	x	0.0%	7%
COc1cc(C2CC(=O)Oc3cc(C)c(Br)c(C)c32)cc(OC)c1OC (stereo not given)	4	0	-3	-11	10%	2%	x	x	x	0.2%	x
CCC(c1nnnn1CCC(C)C)N1CCC(C(N)=O)CC1 (stereo not given)	-5	3	1	3	-1%	2%	3	3%	-3%	-0.5%	3%
CC(OC(=O)c1cccc(-n2cnnn2)c1)C(=O)Nc1ccc(F)cc1 (stereo not given)	4	-1	-1	x	x	1%	-1	21%	0%	-0.1%	6%
O=C(NCc1ccccc1Cl)C1CCCN1C(=O)NCc1ccccc1 (stereo not given)	5	-13	-7	2	0%	7%	2	2%	-2%	0.2%	1%
CC1CN(C(=O)Cn2cc(SCC(=O)N3CCOCC3)c3ccccc32)CC(C)O1 (stereo not given)	15	-16	-6	x	x	-1%	0	u	-3%	0.0%	1%
Cc1cc(C)cc(NC(=O)CN2C(=O)NC(Cc3c[nH]c4ccccc34)C2=O)c1 (stereo not given)	10	5	4	x	x	1%	x	x	x	-0.8%	x
